# Pin1 inh = blocks the human prolyl isomerase Pin1; Q13526; Pin1 FP peptide displacement, HiFluor488, 10 min; Potency, µM (highest dose often 115 µM), inactives show at the highest dose activity, negative = inhibition, most hits filed as inhibitors; 390,000 compounds, 0.009% hits; AID 504891; active = well fitted inhibition curve with a large enough effect in the polarisation, with a control signal flat, not every such curve was filed as active; inconclusive = small, poorly fitted or top-dose-only effect, or effect the other way, or a change in a side signal; inactive = no such curve, though single readings can be large or run the other way; the % refers to the polarisation; note: potency is the fitted concentration of half-maximal effect; % is set by controls: 0 for no effect and ±100 for the full control effect
# GLS inhibitor = blocks human kidney-isoform glutaminase activity. O94925. GLS enzymatic activity, qHTS titration. Potency, µM (highest dose often 45.5 µM), without a hit: top-dose activity change, negative = inhibition, hits mostly inhibitors. 410,000 compounds, 0.21% hits; note: potency is the fitted concentration of half-maximal effect; % is set by controls: 0 for no effect and ±100 for the full control effect
#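 hKGA in 45 mM KH2PO4 (pH 8.2), 0.02% Tween-20 with compound, then 1mM L-Glutamine (stock as added) plus glutamate oxidase/HRP/Amplex red coupling mix. Fluorescence read initially and after 30 min at RT; signal change reflects glutamate formation.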
# JMJD2A Tudor inh = JMJD2A Tudor domain (human) inhibition; O75164; 390,000 compounds, 4.4% hits; AlphaScreen JMJD2A-Tudor / H3K4me3 peptide binding; AID 504339; Potency, µM (titrated, usually from 114 µM), for the others: at the top dose activity change, negative = inhibition, hits mostly inhibitors; note: potency is the fitted concentration of half-maximal effect; % is set by controls: 0 for no effect and ±100 for the full control effect; nearly all actives have a fitted effect of over 50% in size
# Tb PGK inh = T. brucei PGK inhibition; 380,000 compounds, 0.043% hits; PGK/GAPDH coupled, Kinase-Glo luminescence, 60 min; AID 602233; Potency, µM (doses to about 57.5 µM), for the others: at the highest dose activity change, negative = inhibition, usual class: inhibitors; P07378; note: potency is the fitted concentration of half-maximal effect; % is set by controls: 0 for no effect and ±100 for the full control effect; nearly all actives have a fitted effect of over 60% in size
#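 Luminescent ATP detection (Kinase-Glo Plus) follows a 60-minute room-temperature incubation, with wells lacking PGK as controls. Buffer: 100 mM TEA (pH 7.6), 5 mM MgCl2, 0.01% Tween-20. Coupling enzyme GAPDH (100 nM final) supplies unstable 1,3-BPG in-well.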
# BAZ2B block = inhibitors of human BAZ2B bromodomain | Q9UIF8 | AlphaScreen BAZ2B-H3K14Ac peptide displacement | Potency, µM (highest dose often 114 µM), for inactives: at the top dose activity change, negative = inhibition, usual class: inhibitors | 360,000 compounds, 4.4% hits | AID 504333; note: potency is the fitted concentration of half-maximal effect; % is set by controls: 0 for no effect and ±100 for the full control effect; nearly all actives have a fitted effect of over 60% in size
#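 BAZ2B (50 nM) with biotin-H3(5-23)K14Ac peptide (50 nM) in PBS pH 7.4, 0.01% Tween-20, preformed 30 min, then compound 30 min at room temperature; top concentration 110uM. AlphaScreen streptavidin donor/nickel chelate acceptor beads (10 ug/mL final), 20 min dark, signal read.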
# POLH inh = blocks human DNA polymerase eta activity | Q9Y253 | recombinant Pol eta, fluorescent DNA replication assay | Potency, µM (series often up to 114 µM), inactives show top-dose activity change, negative = inhibition, hits mostly inhibitors | 390,000 compounds, 1.2% hits; note: potency is the fitted concentration of half-maximal effect; % is set by controls: 0 for no effect and ±100 for the full control effect
#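 Fluorescent replication assay: 50 nM final substrate added after a 15 min room-temperature compound preincubation with 10 nM enzyme. Signal taken at 0 min and again at 10 min.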
# G9a block = G9a (human) methyltransferase inhibition; Q96KQ7; AID 504332; Potency, µM (titrated, usually from 102 µM), for the others: at the top dose activity, negative = inhibition, actives largely listed as inhibitors; 350,000 compounds, 8.8% hits; G9a H3K9 monomethylation, AlphaScreen, 2 h; note: potency is the fitted concentration of half-maximal effect; % is set by controls: 0 for no effect and ±100 for the full control effect; nearly all actives have a fitted effect of over 75% in size
#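 Using a bead-based AlphaScreen, monomethylated H3K9 product from 2 h room-temperature reactions (G9a 20 nM, peptide 500 nM, SAM 20 uM) was detected with 0.5 ug/mL rabbit anti-H3K9me1 antibody.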
# PI4K2A inh = inhibitors of human PI4K2A; Q9BTU6; activity change, negative = inhibition, % at 76.9 µM; 420,000 compounds, 0.13% hits; purified PI4K2A, ADP-Glo luminescence, 1 h; hits give low values; in the data active = activity change below about -50%; inconclusive = mostly about -30% to -49%;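 note: -100% = wells without enzyme as full effect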
#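 ADP-Glo luminescence measured ADP generated by PI4K2A enzyme (4 ug/mL before mixing) with 1.2 mM PI substrate (pre-mix) and 300 microM ATP (pre-mix). Tris pH7.5 buffer with MgCl2, Triton X-100; 1 h reaction at ambient temperature.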
# HP1b chromo inh = blocks HP1-beta chromodomain binding to methylated histone tails; Potency, µM (top dose mostly 114 µM), inactives show at the highest dose activity change, negative = inhibition, usual class: inhibitors; P83916; AlphaScreen HP1-beta / biotin-H3K9me3 peptide binding; 390,000 compounds, 0.56% hits; AID 540317; note: potency is the fitted concentration of half-maximal effect; nearly all actives have a fitted effect of over 70% in size; inactives centre near 23
#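 AlphaScreen: HP1-beta (50 nM) preformed 30 min with biotin-H3(1-18)K9me3 peptide (50 nM) in PBS pH 7.4, 0.01% Tween-20. Compound added for 30 min at RT, then streptavidin donor/nickel chelate acceptor beads (10 ug/mL) for 30 min.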
# Active calls of the source: *; i = inactive; ? = inconclusive; nt = not tested or not shown; [ ] = dose if it differs, or a comment. Unless noted, calls come from the whole dose curve; as a rule, active = well fitted curve in the direction sought with a large enough effect; inconclusive = small, poorly fitted or top-dose-only effect, or another doubt; inactive = no such curve, though single readings can be large; an effect the other way counts as inactive or inconclusive. Only part of the results is shown; count on the stated rates, not on these rows.
# A first look (eleven entries):
JMJD2A Tudor inh | PI4K2A inh | HP1b chromo inh | GLS inhibitor | Tb PGK inh | Pin1 inh | BAZ2B block | POLH inh | G9a block | SMILES
-10% | 1 | 30% | -2% | -1% | -12% | -1% | -15% | 74%[activator] | O=C(NCC1CCOCC1)c1ccc2nc(Cc3cccc(Cl)c3)oc2c1
-10% | -9 | 18% | 5% | -3% | 4% | -1% | 3% | 2% | CCOC(=O)c1ccccc1NC(=O)Cn1cnc2c(cnn2C(C)(C)C)c1=O
nt | 0 | nt | 11% | 2% | nt | nt | -17% | nt | Cc1ccccc1C(=O)N(C)[C@H]1C[C@H]2c3[nH]c4ccccc4c3CCN2C(=O)[C@H]1[C@H](C)O
-14% | 0 | 22% | 0% | -9% | 0% | nt | -5% | ? | Cc1cccc(C)c1OCC(O)CN1CCN(c2ccccn2)CC1 (stereo not given)
-20% | -3 | 17% | 3% | -6% | 3% | -8% | -6% | 6.3µM* | Nc1c(C(=O)O)sc2nc(-c3ccccc3)c3c(c12)CCCC3
-5% | 2 | 27% | 0% | -4% | 2% | 3% | -16% | -6%[2.33 µM] | CCCCn1c(N)c(N(CC(C)C)C(=O)c2cccc(-n3cnnn3)c2)c(=O)[nH]c1=O
8% | 5 | 49% | -3% | -3% | 4% | 2% | -20% | 13%[59 µM] | CCc1cccc(C)c1NC(=O)C(CC)n1ncn2c(cc3cc(C)ccc32)c1=O (stereo not given)
-1% | -1 | 35% | -7% | 4% | -2% | -15% | -24% | 1% | Cn1cc(S(=O)(=O)NCC2CCCO2)c(=O)n(C)c1=O (stereo not given)
112%[activator] | -8 | 137%[activator] | 2% | -5% | 7% | 90%[activator] | -4% | 67%[activator][59 µM] | Cc1ccccc1Sc1c(C#N)c(-c2ccccc2)nn1C
-20% | -2 | 31% | 1% | -9% | -8% | 6% | -22% | -2%[2.33 µM] | C=C[C@@H]1c2ccccc2N(S(=O)(=O)c2ccc(C)cc2)[C@H](c2ccccc2C(F)(F)F)C1(C#N)C#N
32µM* | 3 | 35µM* | 8% | 0% | -9% | 32µM* | 0% | 10µM* | O=[N+]([O-])c1ccc(N/N=C2/CCCCC2c2ccccn2)c([N+](=O)[O-])c1 (stereo not given)

# Main list, previewed entries included:
JMJD2A Tudor inh | PI4K2A inh | HP1b chromo inh | GLS inhibitor | Tb PGK inh | Pin1 inh | BAZ2B block | POLH inh | G9a block | SMILES
-10% | 1 | 30% | -2% | -1% | -12% | -1% | -15% | 74%[activator] | O=C(NCC1CCOCC1)c1ccc2nc(Cc3cccc(Cl)c3)oc2c1
-10% | -9 | 18% | 5% | -3% | 4% | -1% | 3% | 2% | CCOC(=O)c1ccccc1NC(=O)Cn1cnc2c(cnn2C(C)(C)C)c1=O
nt | 0 | nt | 11% | 2% | nt | nt | -17% | nt | Cc1ccccc1C(=O)N(C)[C@H]1C[C@H]2c3[nH]c4ccccc4c3CCN2C(=O)[C@H]1[C@H](C)O
-14% | 0 | 22% | 0% | -9% | 0% | nt | -5% | ? | Cc1cccc(C)c1OCC(O)CN1CCN(c2ccccn2)CC1 (stereo not given)
-20% | -3 | 17% | 3% | -6% | 3% | -8% | -6% | 6.3µM* | Nc1c(C(=O)O)sc2nc(-c3ccccc3)c3c(c12)CCCC3
-5% | 2 | 27% | 0% | -4% | 2% | 3% | -16% | -6%[2.33 µM] | CCCCn1c(N)c(N(CC(C)C)C(=O)c2cccc(-n3cnnn3)c2)c(=O)[nH]c1=O
8% | 5 | 49% | -3% | -3% | 4% | 2% | -20% | 13%[59 µM] | CCc1cccc(C)c1NC(=O)C(CC)n1ncn2c(cc3cc(C)ccc32)c1=O (stereo not given)
-1% | -1 | 35% | -7% | 4% | -2% | -15% | -24% | 1% | Cn1cc(S(=O)(=O)NCC2CCCO2)c(=O)n(C)c1=O (stereo not given)
112%[activator] | -8 | 137%[activator] | 2% | -5% | 7% | 90%[activator] | -4% | 67%[activator][59 µM] | Cc1ccccc1Sc1c(C#N)c(-c2ccccc2)nn1C
-20% | -2 | 31% | 1% | -9% | -8% | 6% | -22% | -2%[2.33 µM] | C=C[C@@H]1c2ccccc2N(S(=O)(=O)c2ccc(C)cc2)[C@H](c2ccccc2C(F)(F)F)C1(C#N)C#N
32µM* | 3 | 35µM* | 8% | 0% | -9% | 32µM* | 0% | 10µM* | O=[N+]([O-])c1ccc(N/N=C2/CCCCC2c2ccccn2)c([N+](=O)[O-])c1 (stereo not given)
-22% | -6 | 20% | 0% | -9% | -1% | -6% | -13% | 3%[59 µM] | Cc1ccccc1OCc1nnc(SCC(=O)Nc2ccc(N3CCOCC3)c(Cl)c2)n1C
-4% | -1 | 5% | -5% | -1% | -4% | -4% | -3% | 25% | Cc1cccc(N(CC(=O)NC2CCCC2)C(=O)CCC(=O)Nc2ccccn2)c1
-7% | 6 | 20% | 7% | -5% | -3% | 9% | -1% | 13% | CC1CCCC(NC(=O)CN2CCN(Cc3ccc(Cl)cc3)C2=O)C1C (stereo not given)
-6% | 2 | 18% | -1% | -6% | -2% | -17% | -8% | 4% | CN(CC(=O)Nc1cccc(F)c1)C(=O)C1=COCCO1
? | -11 | 20% | -17% | -7% | -8% | -15% | -20% | 9% | COc1cc(-c2nc3ccccn3c2/N=C/c2cccc(OC)c2O)ccc1O
-10% | -6 | 12% | 4% | i | 4% | -29% | -11% | ? | COc1ccc(S(=O)(=O)N(CC(=O)N2CCOCC2)c2cc(Cl)ccc2OC)cc1OC
-11% | 2 | 27% | 10% | 0% | -19% | nt | -9% | nt | COc1c(C=O)c2c(c(OC)c1OC)-c1ccc(OC)c(=O)cc1C(NC(C)=O)CC2 (stereo not given)
50µM* | ? | 18µM* | 9% | -2% | -3% | -32% | -24% | 11µM* | CCOc1cc(CNc2ccc(O)cc2)cc(Br)c1OCc1ccccc1F
-3% | 6 | 29% | 1% | -4% | ? | -5% | -20% | 6%[59 µM] | CCOC(=O)c1ccc(NC(=O)CCC(=O)N2CCSc3ccccc32)cc1
-9% | -1 | 21% | 5% | 8% | 8% | -21% | -15% | 0%[59 µM] | C/C=C(/C)C(=O)Nc1cccc(C2=NOC3(C2)C[C@@H](C(N)=O)N(C(=O)c2ccc(OC)cc2)C3)c1 (stereo not given in full)
11% | 9 | 48%[activator] | 2% | -10% | 8% | 9% | -20% | 4% | O=C(NCc1ccccc1F)C(c1ccccc1)c1ccccc1
5% | -5 | 33% | 2% | -9% | -1% | -5% | -5% | -3%[12.7 µM] | O=C(Nc1nnc(CC(=O)N2CCOCC2)s1)c1cccs1
-2% | 1 | 31% | 0% | -6% | 2% | -15% | -12% | 7% | CS(=O)(=O)N(CC(=O)N1CCc2ccccc2C1)c1ccccc1Br
-11% | 2 | 25% | 3% | i | 2% | 0% | -11% | 21%[12.7 µM] | O=C(CN1CCCC1)Nc1ccc([N+](=O)[O-])cc1
-21% | 4 | 12% | 23% | 4% | 2% | -13% | -4% | 4% | O=C(Nc1ccc(N2CCN(C(=O)c3cccs3)CC2)cc1)c1ccc(F)cc1
-21% | -3 | 6% | -1% | -1% | 1% | nt | -17% | nt | C[C@]12c3[nH]c4ccc(Cl)cc4c3CCN1C(=O)[C@@H](CC(=O)NCCC1=CCCCC1)C[C@@H]2C(=O)N1CCOCC1
-1% | -7 | 26% | -1% | nt | 1% | -1% | -10% | 11%[12.7 µM] | COC(=O)c1cc2oc(C)cc2n1CC(=O)Nc1cc(C)cc(C)c1
91%[activator] | 2 | 163% | -3% | -11% | -1% | 77%[activator] | ? | 43%[59 µM] | Clc1ccc(OCc2cc(-c3ccccc3)no2)c(Cl)c1
-32% | -4 | 15% | -9% | -2% | ? | -27% | -9% | 50µM* | CC(=O)c1c(O)c(C)c(O)c2c1OC1=CC(=O)C(C(C)=O)C(=O)[C@@]12C (stereo not given in full)
-36% | 2 | 4% | 3% | -9% | -4% | 20% | -15% | ? | CCOC(=O)N1CCC(NC(=O)C2CCN(S(=O)(=O)c3cccc4cccnc34)CC2)CC1
6%[57.1 µM] | 2 | 50%[activator] | -3% | 0% | -6% | -8% | -18% | 21%[59 µM] | CC(=O)c1cccc(N(C(=O)Cn2nnc3ccccc32)C(C(=O)NCc2ccccc2)c2ccccn2)c1 (stereo not given)
-12% | -6 | 20% | -2% | -1% | -6% | -13% | -3% | -1% | O=C1NCCCCC1NS(=O)(=O)c1ccccc1 (stereo not given)
-16% | -21 | 27% | 3% | i | 59%[activator] | 2% | -2% | 11%[12.7 µM] | CCOC(=O)c1cc2nc(Nc3ccc(OC)cc3)sc2s1
-6% | 0 | 17% | -12% | 1% | -2% | 3% | -18% | -19%[59 µM] | COc1ccc(C2(C(=O)NC(C)C)CCCC2)cc1OC
-3%[11.4 µM] | -1 | 40% | 5% | -4% | -3% | 56µM* | -13% | -48%[12.7 µM] | COc1ccc(C(c2nnnn2CC2CCCO2)N2CCN(c3ccc(F)cc3)CC2)cc1 (stereo not given)
12% | 0 | 27% | 1% | 2% | 18% | nt | -7% | nt | CN(CC(=O)Nc1ccc(F)c(F)c1F)C(=O)Cc1ccc(S(=O)(=O)N2CCOCC2)s1
? | 1 | -15% | -3% | -2% | 1% | ? | -11% | -41%[59 µM] | Fc1ccc2ncc3c(-c4ccccc4)n[nH]c3c2c1
-9% | 2 | 12% | 6% | -5% | -2% | -11% | -18% | 2% | CC(=O)c1ccc(NC(=O)C(C)Sc2n[nH]c(-c3cccnc3)n2)cc1 (stereo not given)
-1% | 0 | 9% | 8% | -11% | -12% | 9% | -16% | 6%[12.7 µM] | COC(=O)c1ccc(COc2nc(C)cc(C)c2C#N)o1
